From PubChem
Statin myotox sup = suppressors of statin myotoxicity in C2C12 myotubes, primary screen, cell-based, single point, plate reader. C2C12 myotubes + simvastatin, ATP luminescence, 48 h; scaled: DMSO 0, geranylgeraniol control 100. rescue of ATP level, % at 7.49 µM. actives 0.78% (n = 330,000);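 active means mean ATP rescue above about 67%, or every replicate alone reaching that limit, limit read from the data, passing the limit was not always enough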;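 further: myotubes were challenged with 10 µM simvastatin during compound exposure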
S100A4 inh HTS = inhibitors of S100A4-myosin IIA peptide binding, primary screen, biochemical, fluorescence polarization, TAMRA-MyoIIA peptide | Protein S100-A4 (Homo sapiens), P26447 | inhibition, % at 10.7 µM | actives 0.14% (n = 360,000);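 active means mean inhibition of at least 70% across replicates, with every replicate also reaching that level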
Target sequence (P26447 whole entry, looked up): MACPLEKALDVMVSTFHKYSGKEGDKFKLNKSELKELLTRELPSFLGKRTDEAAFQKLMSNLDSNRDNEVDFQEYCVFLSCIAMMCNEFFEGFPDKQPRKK
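Material: human S100A4 monomer with TAMRA-labelled myosin IIA peptide; buffer or medium: HEPES pH 7.2 with CaCl2, KCl, NaCl, DTT, Triton; compound dosing: one concentration per compound; schedule: 5 min incubation before reading; benchmarks: neutral control DMSO, positive control TFP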
SIRT5 inh = SIRT5 desuccinylase inhibitors, primary screen, biochemical, fluorescence imaging, single point, set 5; inhibition, % at 15 µM; actives 1.1% (n = 330,000); NAD-dependent protein deacylase sirtuin-5, mitochondrial (Homo sapiens), Q9NXA8; Purified SirT5, succinyl-peptide AMC, trypsin-coupled fluorescence; in the data active means inhibition above about 15%
PGC1a acetyl inh = inhibitors of PGC1a acetylation signal, primary screen, cell-based, U2OS, AlphaScreen, inhibitor mode. AlphaScreen anti-acetyl-lysine; with virally co-expressed GCN5 acetyltransferase. inhibition, % at 15.6 µM. actives 0.17% (n = 350,000). AID 651687, 2012;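 active means every replicate shows inhibition of at least 40%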;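 further: 0% = neutral control wells and 100% = positive control wells; some results beyond the cut were filed as inactive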
ERAP1 HTS inh = human ERAP1 aminopeptidase inhibitors, primary screen, biochemical, single point, plate reader. Endoplasmic reticulum aminopeptidase 1 (Homo sapiens), Q9NZ08. recombinant ERAP1, Leu-AMC fluorescence, 60 min. inhibition, % at 10.7 µM. actives 0.15% (n = 340,000). AID 652197, 2013;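 active means mean replicate inhibition of at least 30%, or all replicates individually reaching that 30% level; inactive means mean below 30% and not every replicate reaching it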;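 further: 0% = neutral control wells and 100% = L-leucinethiol positive control wells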
Target sequence (Q9NZ08 whole entry, looked up): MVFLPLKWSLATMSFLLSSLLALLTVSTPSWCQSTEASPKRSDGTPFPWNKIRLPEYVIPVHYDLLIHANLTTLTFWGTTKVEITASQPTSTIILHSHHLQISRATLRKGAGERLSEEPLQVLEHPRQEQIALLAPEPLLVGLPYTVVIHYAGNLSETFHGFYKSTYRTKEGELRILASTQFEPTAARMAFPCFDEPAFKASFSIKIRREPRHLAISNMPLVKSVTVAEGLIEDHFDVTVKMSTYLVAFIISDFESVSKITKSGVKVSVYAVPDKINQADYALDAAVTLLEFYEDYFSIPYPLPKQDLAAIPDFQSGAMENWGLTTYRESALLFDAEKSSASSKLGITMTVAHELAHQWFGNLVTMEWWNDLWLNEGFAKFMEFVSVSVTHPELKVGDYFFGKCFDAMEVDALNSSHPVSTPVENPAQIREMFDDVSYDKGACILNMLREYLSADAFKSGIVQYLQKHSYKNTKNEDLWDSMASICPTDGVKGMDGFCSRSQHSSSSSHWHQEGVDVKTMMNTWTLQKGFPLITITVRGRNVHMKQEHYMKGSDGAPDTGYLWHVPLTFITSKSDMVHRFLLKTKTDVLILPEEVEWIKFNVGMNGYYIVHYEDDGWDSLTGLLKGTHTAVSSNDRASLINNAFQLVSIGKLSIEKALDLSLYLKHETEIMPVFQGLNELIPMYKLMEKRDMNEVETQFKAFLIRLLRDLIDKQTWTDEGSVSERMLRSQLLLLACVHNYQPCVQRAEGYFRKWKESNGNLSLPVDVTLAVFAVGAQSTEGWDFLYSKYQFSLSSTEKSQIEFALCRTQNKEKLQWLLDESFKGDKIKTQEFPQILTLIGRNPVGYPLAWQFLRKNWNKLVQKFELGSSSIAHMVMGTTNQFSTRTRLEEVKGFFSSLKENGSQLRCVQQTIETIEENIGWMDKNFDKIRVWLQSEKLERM
Cneo AK release = Cryptococcus neoformans cell lysis inducers, primary screen, AK release luminescence, single concentration; actives 0.2% (n = 360,000); C. neoformans lysis, adenylate kinase release luminescence, 4 h; normalised: neutral wells 0, clomiphene wells 100; lysis activity, % at 15 µM;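 active means mean lysis activity across replicates of at least 80%, whatever share of replicates individually reach that level; inactive means mean lysis activity below 80%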
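Assay system: log-phase C. neoformans yeast / Quantity: yeast cell density of 5 × 10^6 cells/mL / Medium: fresh YPD growth medium / Compound: single dose / Timing: static 4 h at 37 °C with compound, 1 h detection / Measured by: adenylate kinase release luminescence / Read-out: lysis from increased AK signal / Benchmarks: Clomiphene as positive lysis control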
LGR2 antag = inhibitors of bursicon-induced LGR2 CRE-luciferase signal, primary screen, cell-based, HEK293, CRE-luciferase reporter, bursicon stimulation | actives 0.35% (n = 380,000) | inhibition, % at 9.99 µM | AID 720647, 2013 | Drosophila bursicon receptor LGR2 (rickets) | bursicon-stimulated, 4 h;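 active means drop in luminescence signal, shown as inhibition above about 50% in the replicate tests, limit read from the data, passing the limit was not always enough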;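 further: agonist challenge used bursicon conditioned medium at about half maximal strength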
Xi reactivation = activators of inactive X chromosome reactivation, primary screen, imaging, XiGFP fibroblasts, GFP high-content imaging, set 2. XiGFP mouse fibroblasts, % GFP-positive cells imaging, 3 d; cells co-treated with 5-aza-dC sensitizer; scaled so ellipticine positive control = 100%. activation, % at 7.58 µM. actives 0.055% (n = 360,000). AID 743238, 2013;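 active means mean normalized replicate activation at least 10% and every replicate at or above 10%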;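 further: 0% = median of on-plate neutral control wells and 100% = ellipticine 6 µM median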
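Schedule: 3 d treatment, 15 min room-temperature fixation; system: 68-5-11 XiGFP fibroblast line; buffer or medium: DMEM plus 5-aza-dC sensitizer; control set: ellipticine 6 µM positive control; compound: one concentration, pinned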
Starred values were filed as active, the others as inactive; nt = not tested or not shown. The list is partial, so the mix of outcomes need not match the whole.

Start of the data: the first 11 compounds as a preview:
SMILES | Statin myotox sup | S100A4 inh HTS | SIRT5 inh | PGC1a acetyl inh | ERAP1 HTS inh | Cneo AK release | LGR2 antag | Xi reactivation
CCCCN(C(=O)NC(=O)Nc1c(C)cc(C)cc1C)S(C)(=O)=O | 16 | -3 | 0 | -26 | 6 | 1 | 3 | nt
Cn1c(=O)oc2cc(S(=O)(=O)N3CCCC(C(=O)N4CCc5ccccc5C4)C3)ccc21 (stereo unspecified) | 13 | -5 | nt | -11 | -3 | -3 | -17 | 0.2
O=C(N[C@H](C(=O)N1CCC[C@H]1C(=O)NC1CCCC1)C1CCCCC1)c1ccccc1 | nt | 2 | -4 | nt | 0 | nt | 0 | 0.3
O=C(N[C@H]1CC[C@@H](CCNC(=O)C2CC2)O[C@H]1CO)c1ccccn1 | 4 | 5 | 8 | 8 | -1 | -1 | 3 | -0.4
O=C(CSCc1ccc([N+](=O)[O-])cc1)NC1CC1 | nt | -1 | 2 | nt | 9 | nt | -11 | 0.0
Cn1c(N)c(C(=O)COC(=O)CSc2ccc3ccccc3c2)c(=O)n(C)c1=O | nt | -4 | -4 | nt | 0 | nt | -28 | -0.1
CN(C)CCNC(=O)c1cc2c(=O)n(C)c3ccccc3c2n1C | 5 | 31 | nt | nt | -3 | -3 | -13 | 0.4
N#C[C@H]1[C@@H](c2ccccc2-c2ccccc2)[C@@H](CO)N1C(=O)NC1CCCCC1 | nt | 9 | 0 | -1 | -2 | nt | -5 | 0.2
O=C(C1CC1)N1CCCCN2[C@H](CO)[C@H](c3ccc(-c4ccncc4)cc3)[C@@H]2C1 | nt | 8 | -4 | 2 | -4 | -2 | nt | nt
O=C(CCC1CCCC1)N1CCC(N2CCCCCC2)CC1 | nt | 11 | 2 | nt | 4 | nt | nt | 0.0
CC(C)(C)c1ccc(NC(=O)c2cc[n+]([O-])cc2)cc1 | -3 | 5 | -1 | 6 | 3 | -4 | -11 | 0.8

Main list (from the top)
SMILES | Statin myotox sup | S100A4 inh HTS | SIRT5 inh | PGC1a acetyl inh | ERAP1 HTS inh | Cneo AK release | LGR2 antag | Xi reactivation
CCCCN(C(=O)NC(=O)Nc1c(C)cc(C)cc1C)S(C)(=O)=O | 16 | -3 | 0 | -26 | 6 | 1 | 3 | nt
Cn1c(=O)oc2cc(S(=O)(=O)N3CCCC(C(=O)N4CCc5ccccc5C4)C3)ccc21 (stereo unspecified) | 13 | -5 | nt | -11 | -3 | -3 | -17 | 0.2
O=C(N[C@H](C(=O)N1CCC[C@H]1C(=O)NC1CCCC1)C1CCCCC1)c1ccccc1 | nt | 2 | -4 | nt | 0 | nt | 0 | 0.3
O=C(N[C@H]1CC[C@@H](CCNC(=O)C2CC2)O[C@H]1CO)c1ccccn1 | 4 | 5 | 8 | 8 | -1 | -1 | 3 | -0.4
O=C(CSCc1ccc([N+](=O)[O-])cc1)NC1CC1 | nt | -1 | 2 | nt | 9 | nt | -11 | 0.0
Cn1c(N)c(C(=O)COC(=O)CSc2ccc3ccccc3c2)c(=O)n(C)c1=O | nt | -4 | -4 | nt | 0 | nt | -28 | -0.1
CN(C)CCNC(=O)c1cc2c(=O)n(C)c3ccccc3c2n1C | 5 | 31 | nt | nt | -3 | -3 | -13 | 0.4
N#C[C@H]1[C@@H](c2ccccc2-c2ccccc2)[C@@H](CO)N1C(=O)NC1CCCCC1 | nt | 9 | 0 | -1 | -2 | nt | -5 | 0.2
O=C(C1CC1)N1CCCCN2[C@H](CO)[C@H](c3ccc(-c4ccncc4)cc3)[C@@H]2C1 | nt | 8 | -4 | 2 | -4 | -2 | nt | nt
O=C(CCC1CCCC1)N1CCC(N2CCCCCC2)CC1 | nt | 11 | 2 | nt | 4 | nt | nt | 0.0
CC(C)(C)c1ccc(NC(=O)c2cc[n+]([O-])cc2)cc1 | -3 | 5 | -1 | 6 | 3 | -4 | -11 | 0.8
COc1ccc(C(C)(O)c2nc(/C=C/c3ccccc3)cs2)cc1 (stereo unspecified) | 3 | -5 | nt | 0 | -6 | 0 | 12 | 0.1
CCC(=O)N1C[C@@H](O)COC[C@H]2O[C@@H](CC(=O)NCc3ccc(Oc4ccccc4)cc3)CC[C@@H]21 | 15 | -10 | 0 | 0 | -1 | 0 | 13 | 0.0
COc1ncnc2c1ncn2CCCNCc1ccccn1 | 24 | 1 | -12 | -11 | 0 | nt | -28 | 0.0
CCOc1cc(CNCc2cccnc2)cc(Br)c1OCC(N)=O | 13 | -1 | 3 | nt | -5 | 1 | 1 | -0.1
C[C@H]1CN([C@@H](C)CO)C(=O)c2cc(-c3cccc(F)c3)cnc2O[C@@H]1CN(C)CC1CCCC1 | -17 | 6 | -3 | -3 | 3 | 0 | 2 | 0.2
Cc1noc(C)c1NC(=O)N(C)C[C@@H]1Oc2c(NC(=O)C3CCOCC3)cccc2C(=O)N([C@H](C)CO)C[C@H]1C | -10 | 6 | 0 | -3 | -1 | 4 | -16 | 0.6
Cc1cc(C(=O)COc2cc(F)ccc2[N+](=O)[O-])c(C)n1C1CC1 | 0 | -2 | 0 | 2 | 2 | nt | 4 | 0.1
CC1(C(=O)NS(=O)(=O)c2cccc(C#N)c2)CCN1C(=O)CCC1CCCC1 (stereo unspecified) | -4 | 0 | 0 | 19 | 3 | 1 | 7 | 0.0
Cc1cc(C)c2c(=O)n(CC(=O)Nc3cccc(Cl)c3C)sc2n1 | nt | -3 | 1 | 4 | 1 | -10 | -6 | -0.1
C[C@H]1CCCCO[C@@H](CN(C)C(=O)Nc2ccc3c(c2)OCO3)[C@@H](C)CN([C@@H](C)CO)C(=O)c2cc(NC(=O)CCC(F)(F)F)ccc2O1 | nt | 2 | -12 | 0 | 4 | -1 | 28 | 0.2
CC(C)NC(=O)N(C)C[C@@H]1OCCCC[C@@H](C)Oc2ccc(NC(=O)Cc3ccccc3)cc2C(=O)N([C@@H](C)CO)C[C@H]1C | nt | 0 | 1 | -2 | 1 | -1 | 16 | 0.0
CCc1ccc(S(=O)(=O)NCc2ccc(N3CCN(C)CC3)cc2)cc1 | 7 | 1 | -1 | -4 | -2 | 2 | 6 | 0.0
Cc1noc(C)c1NC(=O)N[C@@H]1CC[C@@H](CC(=O)Nc2ccccc2)O[C@H]1CO | -4 | -4 | -5 | -2 | 1 | 2 | 6 | -0.3
COc1cc(C(=O)NNC(=O)CSc2nnc3ccccn23)cc(OC)c1OC | 2 | -4 | -2 | 1 | -1 | 2 | -3 | 0.0
Cc1noc(C)c1NC(=O)Nc1cccc2c1O[C@@H](CN(C)C(=O)Nc1c(C)noc1C)[C@H](C)CN([C@@H](C)CO)C2=O | -26 | -9 | -6 | -5 | 0 | -2 | 13 | 0.1
O=C(N/N=C/c1cc([N+](=O)[O-])ccc1O)NC12CC3CC(CC(C3)C1)C2 | nt | 1 | -7 | nt | 1 | nt | nt | 0.4
O=C(NCc1ccc(F)cc1)c1ccc[nH]1 | nt | 0 | 0 | nt | -1 | nt | -11 | 0.4
Cc1cccc(C)c1NC(=O)CN(C)S(=O)(=O)c1ccc(-c2ccc(=O)[nH]n2)s1 | -2 | -19 | -5 | 12 | 1 | 1 | 2 | 0.0
O=C(NCc1ccc(F)cc1)c1cccc2c1C(=O)N(Cc1cccnc1)C2 | -4 | -4 | -3 | 10 | -7 | -1 | 8 | 0.2
Cc1ccc(CC2SC(=Nc3ccccc3)N(c3ccccc3)C2=O)cc1 (stereo unspecified) | nt | nt | nt | 11 | nt | 2 | -11 | 0.0
CCCCCCCCNCCS(=O)(=O)NCc1ccccc1 | -1 | -14 | -2 | nt | 1 | -6 | -2 | 0.5
CCOC(=O)C1=NNC(C(=O)O)C1c1ccccc1 (stereo unspecified) | nt | -1 | 1 | 8 | -1 | nt | 6 | 0.3
COc1ccc(C)cc1Cn1nnc2ccccc21 | -5 | -2 | -4 | -13 | 4 | 0 | -7 | 0.1
CN(C)CC(C)(C)CNC(C(=O)Nc1ccc(Cl)cc1C(F)(F)F)c1ccccc1 (stereo unspecified) | -4 | -2 | -1 | -14 | -4 | 1 | 0 | 0.4
C[C@@H]1CN([C@H](C)CO)C(=O)Cc2cc(NC(=O)CCCN(C)C)ccc2O[C@@H]1CN(C)Cc1ccc(Oc2ccccc2)cc1 | -15 | 4 | 11 | 14 | 1 | 2 | nt | -0.8
Cc1cccc(S(=O)(=O)N2CCCCN3[C@H](CO)[C@H](c4ccc(-c5ccncc5)cc4)[C@@H]3C2)c1 | 53 | 0 | 12 | -6 | 3 | 5 | 6 | 0.1
COC(=O)C[C@H]1CC[C@@H]2[C@H](COc3ccc(NC(=O)Nc4ccccc4C)cc3C(=O)N2C)O1 | 7 | 6 | 0 | 0 | -3 | 9 | 1 | 0.5
COc1ccc(Cn2cc(CN3CC(N4CCN(CCN(C)C)CC4)CS3(=O)=O)nn2)cc1 (stereo unspecified) | nt | -5 | -2 | nt | nt | nt | -6 | 0.1
O=c1c(S(=O)(=O)c2ccc(Cl)cc2)cn(Cc2ccccc2)c2ccc(F)cc12 | nt | -9 | -1 | nt | 4 | nt | -6 | 0.7
CN(C)CC(=O)N[C@H]1C=C[C@H](CC(=O)NCCN2CCCCC2)O[C@H]1CO | -10 | 0 | 2 | -3 | 1 | -1 | -3 | 0.6
COc1ccc(CN(C)C[C@H]2OCCCC[C@@H](C)Oc3ccc(NC(=O)c4ccccc4)cc3C(=O)N([C@@H](C)CO)C[C@H]2C)cc1 | nt | -1 | 9 | -2 | 4 | 5 | 9 | 0.1
C=CCN(CC=C)C(=O)c1cccc(OC2CCN(S(=O)(=O)N(C)C)CC2)c1 | 2 | 0 | -3 | -2 | 4 | 1 | 6 | 0.0
C[C@@H]1CN([C@H](C)CO)C(=O)c2cc(C#CC3CC3)cnc2O[C@@H]1CN(C)C(=O)Nc1ccc(F)cc1 | nt | 3 | 1 | 6 | 1 | nt | 7 | -0.9
CCCOc1ccc(N2C(=O)CC(NCC(=O)OCC)C2=O)cc1 (stereo unspecified) | -2 | -5 | 2 | 10 | -10 | 0 | -6 | 0.0
CO[C@H]1CN(C)C(=O)c2cc(NC(=O)Nc3c(C)noc3C)ccc2OC[C@H](C)N(C)C[C@@H]1C | 5 | -2 | -4 | -21 | -1 | -1 | 11 | 0.3
COc1ccc(NC(=O)CN(c2cc(C)cc(C)c2)S(=O)(=O)c2c(C)noc2C)cc1 | 8 | 4 | nt | -4 | nt | -1 | 1 | 0.0
